PKA-R1A act = activators of PKA-R1A holoenzyme, primary screen, biochemical, fluorescence polarization, Cy5-IP20, bovine R1A, mouse PKAc | cAMP-dependent protein kinase type I-alpha regulatory subunit (Bos taurus) + … | PKA-R1A dissociation; scaled: DMSO 0%, 113 µM cGMP 100% | activation, % at 11.4 µM | 340,000 compounds, 0.083% hits | AID 504707, 2011;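 active = percent activation above the mean of all tested compounds plus 3 SD, cut at about 19% in these data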;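 note: higher means more PKAc released from R1A so a rise in polarization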
MOR-DOR ag = agonists of OPRM1-OPRD1 heterodimerization, primary screen, cell-based, luminescence; Mu-type opioid receptor (Homo sapiens) + Delta-type opioid receptor (Homo sapiens), …; cells; activation, % at 9.3 µM; 340,000 compounds, 0.3% hits; AID 504326, 2011; in the data active = activation above about 18%;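 note: 0% = vehicle-treated cells and 100% = reference agonist; values of inactives mirror those of a sister screen read the other way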
E coli growth = E. coli V3065 growth inhibition, primary screen, counter-screen for AddAB inhibitor project, absorbance, OD600; 18 h; inhibition, % at 11.9 µM; 330,000 compounds, 0.27% hits;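 active = inhibition above the campaign's mean inhibition across all tested compounds plus 3 SD, cut at about 9.9% in these data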;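 note: uninfected addAB+ strain grown without phage in ampicillin broth; 0% = DMSO wells and 100% = ciprofloxacin 0.95 µg/ml wells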
AddAB inh = growth inhibition of E. coli expressing H. pylori AddAB, primary screen, AddAB inhibitor project, absorbance. 330,000 compounds, 0.29% hits. inhibition, % at 11.9 µM; in the data active = inhibition above about 12%;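 note: 0% = vehicle wells of infected cells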
MOR-DOR inv ag = inverse agonists of MOR-DOR heterodimerization, primary screen, cell-based, luminescence; Mu-type opioid receptor (Homo sapiens) + Delta-type opioid receptor (Homo sapiens), …; cell-based MOR-DOR heterodimer luminescence, inverse agonism; inhibition, % at 9.3 µM; 340,000 compounds, 0.21% hits; in the data active = inhibition above about 22%, passing the limit was not always enough;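 note: 0% = cells with DMSO and 100% = wells without cells with DMSO; values of inactives mirror those of a sister screen read the other way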
PKA-R2B activ = activators of PKA-R2B holoenzyme, primary screen, biochemical, fluorescence polarization, Cy5-IP20, human; PKA-R2B holoenzyme dissociation; R2B truncated from residue 108, S112A mutant; 0% DMSO only, 100% 113 µM cGMP; 340,000 compounds, 0.079% hits; cAMP-dependent protein kinase catalytic subunit beta (Homo sapiens) + cAMP-dependent …; activation, % at 11.4 µM;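 active = activation above a cutoff set at the mean over all compounds plus 3 SD, cut at about 18% in these data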;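 note: higher means more holoenzyme dissociation and a rise in polarization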
Target sequence (P31323 whole entry, looked up, other chains not shown, the tested form may be a part): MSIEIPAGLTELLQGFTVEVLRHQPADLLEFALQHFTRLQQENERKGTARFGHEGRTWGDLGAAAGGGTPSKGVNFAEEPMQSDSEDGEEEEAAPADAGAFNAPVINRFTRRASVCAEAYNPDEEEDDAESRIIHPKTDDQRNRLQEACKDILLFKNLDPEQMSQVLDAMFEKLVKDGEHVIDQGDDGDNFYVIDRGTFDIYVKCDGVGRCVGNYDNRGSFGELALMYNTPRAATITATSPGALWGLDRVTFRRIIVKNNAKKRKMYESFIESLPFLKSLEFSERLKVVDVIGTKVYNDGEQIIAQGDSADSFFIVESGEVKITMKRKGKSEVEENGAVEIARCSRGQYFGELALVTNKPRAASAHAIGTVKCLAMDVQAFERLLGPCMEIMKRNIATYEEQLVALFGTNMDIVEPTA
PfHsp90 yeast 2 = growth inhibition of PfHsp90-expressing yeast, primary screen, antimalarial PfHsp90 inhibitor project, S. cerevisiae, BacTiter-Glo luminescence, single point, set 2; 310,000 compounds, 0.32% hits; BacTiter-Glo ATP, 48 h; yeast lacking PDR1 and PDR3 efflux regulators; inhibition, % at 9.4 µM;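 active = every replicate shows inhibition above about 80%, whatever the replicate mean, limit read from the data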;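 note: 0% = DMSO neutral controls and 100% = 20 µM radicicol positive controls; yeast relying on Plasmodium falciparum Hsp90 in place of its own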
Mot1-301 SUMO = yeast Mot1-301 growth rescue at high temperature, primary screen, SUMOylation pathway inhibitor project, S. cerevisiae, ATP luminescence, 38.5C; S. cerevisiae Mot1-301 growth rescue; percent above DMSO median, 100 means doubled; growth rescue, % at 18.8 µM; AID 2716, 2010; 320,000 compounds, 1% hits;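 active = every valid replicate shows activation above 250% relative to neutral control wells; inactive = the rest, any valid replicate at or below 250%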;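 note: OY570 slx delta 5 strain wells were the positive control but not used for scaling; some compounds called inactive have numbers as strong as hits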
phage Ecoli inh = growth loss of phage-infected E. coli, primary screen, RecBCD inhibitor project, absorbance, with phage, HTS; inhibition, % at 11.9 µM; 360,000 compounds, 0.26% hits; AID 651602, 2012; in the data active = inhibition above about 11%
HTR5A inv ctr = HTR5A inverse agonists in luminescence cell assay, primary screen, counter-screen for OPRM1-OPRD1 heterodimer inverse agonist project, full-deck HTS. 5-hydroxytryptamine receptor 5A (Homo sapiens), P47898. HTR5A cell line, inverse agonism. inhibition, % at 9.3 µM. 340,000 compounds, 0.083% hits. AID 504634, 2011; in the data active = inhibition mostly above about 23%, no sharp cut-off; inactive = mostly below about 18%;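 note: 0% = cells with DMSO and 100% = no-cell wells with DMSO; some compounds called inactive have numbers as strong as hits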
Target sequence (P47898 whole entry, looked up): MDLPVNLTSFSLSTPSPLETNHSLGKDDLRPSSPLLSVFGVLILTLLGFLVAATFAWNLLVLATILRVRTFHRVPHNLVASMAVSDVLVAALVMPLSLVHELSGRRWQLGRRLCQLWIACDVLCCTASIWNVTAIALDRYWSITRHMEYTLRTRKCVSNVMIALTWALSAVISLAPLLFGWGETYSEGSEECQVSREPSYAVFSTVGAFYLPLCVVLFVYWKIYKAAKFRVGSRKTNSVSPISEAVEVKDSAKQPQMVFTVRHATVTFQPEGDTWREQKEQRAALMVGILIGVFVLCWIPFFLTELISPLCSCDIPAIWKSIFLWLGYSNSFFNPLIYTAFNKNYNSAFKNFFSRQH
Tat transport = E. coli Tat export inhibitors, primary screen, MC4100, TorA-mCherry reporter, fluorescence, single point. inhibition, % at 10 µM. 340,000 compounds, 0.036% hits. AID 488895, 2010;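 active = mean replicate inhibition at least 50% and at least half of replicates individually reaching 50%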;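 note: exported cargo escapes ClpAP degradation while cytoplasmic cargo is degraded and loses fluorescence; 0% = median of neutral control wells and 100% = median of NaSCN control wells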
Active calls of the source: *; nt = not tested or not shown. Hits appear at their usual frequency; 2.2% or so of the library scored in one or more.

SMILES	PKA-R1A act	MOR-DOR ag	E coli growth	AddAB inh	MOR-DOR inv ag	PKA-R2B activ	PfHsp90 yeast 2	Mot1-301 SUMO	phage Ecoli inh	HTR5A inv ctr	Tat transport
Cc1ccc(CNC(=O)CN2C(=O)c3ccccc3S2(=O)=O)cc1	-1.3	-0.5	-2.5	0.7	2.8	6.3	-27.4	-23.0	2.1	-2.8	0.0
COc1ccc(CN2CCN(C(=O)c3ccc(F)cc3)CC2)c(OC)c1	2.3	0.0	3.0	-1.3	0.0	-5.1	21.1	2.7	-0.2	6.2	8.6
CN(C(=O)c1cccc(NC(=O)Cc2cccc(NC(=O)C3CCCN(C(=O)CCc4ccccc4)C3)c2)c1)C1CCC1 (stereo unspecified)	-10.5	1.8	nt	nt	-8.3	-2.9	-1.5	nt	0.9	-22.0	8.9
CC(C)[C@H](NC(=O)C1CCN(S(=O)(=O)c2ccccc2)CC1)C(=O)NCc1ccccc1	0.2	-1.3	-1.7	2.7	6.9	-11.4	2.1	-4.4	1.1	7.0	8.8
CCCCn1cnc2c(=S)nc(N)[nH]c21	-1.0	-2.3	1.3	1.5	12.2	2.5	9.4	-18.0	3.4	2.6	-5.5
O=C(COC(=O)C1CC(=O)N(Cc2ccccc2)C1)c1ccc(F)cc1 (stereo unspecified)	-11.3	-1.5	2.5	-0.4	7.0	-12.1	13.2	2.4	0.9	16.5	33.6
c1cnc2ccc3ncccc3c2c1	-2.4	0.3	2.1	4.7	-1.4	-6.0	-23.4	-9.1	-1.4	3.2	-19.0
CC(=O)Nc1cccc(Oc2cc(C#N)c(C#N)cc2N2CCCCCC2)c1	1.3	2.6	-1.3	0.3	-15.6	-3.6	2.4	51.5	-1.7	9.6	13.2
CCc1ccc(N2CCN(CCNC(=O)Nc3ccccc3)CC2)cc1	-10.3	-0.4	-2.0	0.2	2.0	10.6	24.8	-2.3	-2.0	3.4	6.3
Clc1cc(NCc2ccccc2)ncn1	9.9	-2.1	-1.4	3.1	12.4	0.5	-14.3	8.7	2.5	4.0	-1.5
COC(=O)c1ccc(C2CC(=O)Nc3cc(OC)c(OC)c(OC)c32)cc1 (stereo unspecified)	-4.5	-3.4	-0.6	0.2	14.3	-3.2	14.9	-20.3	1.8	-19.2	-3.1
CCOc1cc(/C=C/C(=O)c2ccc(OC)c(CN3CCOCC3)c2)cc(Br)c1O	-10.5	-3.3	-3.5	2.6	17.8	0.0	-24.6	4.8	2.2	-8.0	-7.8
CCc1nnc(NC(=O)C=C(C)C)s1	-13.6	-0.6	2.6	-1.3	3.5	0.8	12.0	-2.0	2.6	11.0	1.2
CCOC(=O)N1CCN(C(=O)CSc2cc(C)nc3c(-c4ccccc4OC)c(C)nn23)CC1	-14.1	-4.2	2.0	1.3	24.6	7.1	7.8	9.3	-2.2	-5.0	-7.3
CN(C)CC(C)(C)CNC(=O)c1cc(Br)cc(Br)c1O	4.5	-1.6	-1.4	1.6	8.2	-0.9	-23.6	-11.2	0.8	12.9	-20.4
O=CC1=C(N2CCOCC2)/C(=C/c2ccc(Cl)cc2)CC1	6.6	0.9	0.2	2.1	-5.2	-1.3	-10.5	-16.6	4.7	7.6	5.6
COc1cc(/C=N/NC(=O)c2ccc(N)cc2)ccc1OC(=O)c1cccc(C)c1	2.7	0.4	nt	nt	-2.3	3.2	9.8	-18.3	0.5	-5.8	1.9
O=C(NCc1ccc(F)cc1)c1cccc(S(=O)(=O)N2CCCC2)c1	-6.4	-2.3	0.7	3.1	9.6	8.5	-0.4	-10.9	4.1	17.3	-1.2
CN(C)S(=O)(=O)c1ccc(C(=O)Nc2cccc(C(=O)N3CCOCC3)c2)cc1	-0.3	-1.7	-0.4	1.3	8.6	-3.4	21.7	9.9	2.5	25.2	-7.1
CCC(=O)NC(=S)Nc1ccc(NC(=O)CC)cc1	-3.1	-2.7	-0.2	-1.2	14.0	-4.5	-1.1	nt	-1.0	11.6	-10.1
Cc1ccc(CN2CCN(/N=C/c3cc(Br)cc(Br)c3O)CC2)c(C)c1	-5.7	1.8	-1.4	3.0	-10.0	-3.2	2.4	107.1	1.4	-22.7	3.7
CCCS(=O)(=O)N1CCN(CCN2C(=O)c3cccc4cccc(c34)C2=O)CC1	1.6	-1.3	0.2	0.2	6.7	-15.2	-6.1	42.6	4.7	-5.2	-1.1
O=C(CSc1ncn[nH]1)N1c2ccccc2Sc2ccccc21	0.3	0.1	-1.1	-1.0	-0.5	1.0	12.3	34.0	-0.4	21.9	0.5
O=C(Nc1ccc(O)c(-c2nc3ccccc3s2)c1)c1cc(=O)c2ccccc2o1	0.4	-2.3	0.9	3.3	12.5	-9.9	5.9	5.6	3.9	-8.7	-1.2
COc1ccccc1NC(=O)C(C)OC(=O)/C(=C/c1ccccc1)NC(C)=O (stereo unspecified)	2.3	-1.5	1.5	1.9	8.0	-1.4	18.5	4.5	0.9	5.5	-0.1
CC(=O)Nc1ccc(NS(C)(=O)=O)cc1	1.4	-3.9	-1.5	-0.4	23.3	-6.3	15.7	-1.1	2.2	2.3	-7.8
O=C(O)c1ccccc1C(=O)NCCc1c(C(=O)O)[nH]c2ccc(Cl)cc12	3.2	-0.2	-0.3	1.2	1.1	-4.9	11.4	12.8	3.4	-19.3	-4.6
C#CCOCCOCCOCCNc1nc(N2CCN(C(=O)Cn3cc(CCCCN)nn3)CC2)nc(N2CCN(C(=O)[C@H](C(C)C)n3cc(CCO)nn3)CC2)n1	-1.0	-1.7	-1.8	-0.2	10.1	4.8	-21.4	4.2	0.0	-12.5	-4.9
COc1ccc(C(=O)NC(=S)NC(C)(C)C)cc1Br	-0.7	4.1	2.4	2.0	-22.1	-10.4	6.0	-18.5	1.1	-0.1	3.7
Cc1cc(Br)ccc1NC(=O)C1CCCO1 (stereo unspecified)	4.2	1.1	-1.2	-0.9	-5.2	-4.7	35.5	-1.7	2.4	-9.9	-4.5
COc1ccc(NC(=O)COc2ccc3c(c2)CCC3)cc1S(N)(=O)=O	3.7	-2.5	1.1	1.0	10.4	-7.0	-9.4	1.4	-0.1	17.7	-9.5
Cc1ccccc1/C=N/Nc1ccc(Cl)nn1	4.3	3.1	0.5	2.1	-15.7	5.7	4.5	8.3	1.7	19.1	-6.4
COC(=O)CN(c1ccc(Cl)cc1C)S(C)(=O)=O	2.4	-3.6	-2.2	0.5	17.2	1.5	-5.1	-15.2	3.7	-9.9	0.2
CC(C)n1cc(C(N)=S)c(=O)n(Cc2ccccc2)c1=O	-5.7	-3.4	0.7	-0.9	15.4	7.8	-3.8	41.9	0.2	-6.2	-3.0
CC1=NN(/C(=N\c2nnc(C)s2)Nc2ccccc2)[C@H](c2ccc(C)cc2)S1	-1.3	-3.0	-3.6	-3.2	15.4	-4.8	12.9	-3.9	2.7	-6.8	4.2
CN=CC1=C(O)C(C(=O)OC)C(C)(C)CC1=O (stereo unspecified)	-15.7	-0.9	0.0	-0.4	4.8	-3.4	5.6	-2.6	3.4	13.1	-1.5
CC1CCCC/C1=N\Nc1ccc(S(N)(=O)=O)cc1[N+](=O)[O-] (stereo unspecified)	-9.6	2.6	1.9	3.9	-13.8	8.6	-2.5	106.1	1.0	-46.0	-6.5
CCN(C(=O)c1c(-c2ccccc2)noc1C)c1ccccc1	-15.1	-2.3	-0.8	3.6	13.4	5.2	nt	11.7	2.6	-1.6	-7.7
CN(Cc1ccc(F)cc1)C(=O)C(Cc1ccccc1)NC(=O)c1ccccc1 (stereo unspecified)	-6.3	-1.7	0.0	0.3	11.1	-19.6	-4.7	-24.6	-1.3	12.1	-8.5
Cc1ccccc1C(=O)Oc1cccc2c(O)cccc12	-3.3	11.3	0.0	4.2	-54.6	-5.5	-14.9	153.6	-0.6	-27.0	1.2
Cc1ccc(NC(=O)c2cc(-c3ccc4c(c3)OCO4)on2)cc1	0.3	-2.1	-0.1	3.6	13.5	-1.2	-9.2	41.6	1.4	-1.1	-0.3
CC(NC(=O)c1ccc(Cl)c(Cl)c1)c1ccc(-c2ccccc2)cc1 (stereo unspecified)	-0.5	-0.3	1.8	1.4	1.4	-5.2	1.5	3.7	0.8	-13.2	-1.3
CCOc1ccc(CCNC(=O)CS(=O)Cc2nc(-c3ccccc3Cl)oc2C)cc1OCC (stereo unspecified)	-1.0	-1.5	-1.3	1.0	7.8	6.2	16.2	104.3	-0.1	-5.6	-6.3
CCN1C(=O)S/C(=C/c2ccc(Oc3ccc([N+](=O)[O-])cn3)c(OC)c2)C1=O	-13.2	-1.9	0.3	0.2	12.3	-3.8	-12.1	135.4	3.0	-33.0	-6.4
Cc1ccc(NS(=O)(=O)c2cccc(C(=O)NCC(c3ccc(F)cc3)N3CCOCC3)c2)cc1 (stereo unspecified)	-1.7	1.6	0.9	-0.4	-10.1	-9.7	8.1	-0.2	1.7	-10.1	-7.1
O=C(c1cc(-c2ccccc2O)on1)N1CCc2ccccc2C1	5.9	8.0	2.1	4.0	-40.9	-3.9	6.3	3.6	2.9	-5.3	5.8
COc1ccc(S(=O)(=O)N(CCCN2CCOCC2)Cc2cccc3ccccc23)cc1	-24.4	-1.4	1.4	-1.8	7.7	1.1	-8.1	-12.8	nt	5.2	18.3
C=CCn1cccc(C(=O)Nc2ccc(Cl)cc2)c1=O	13.2	-0.4	1.1	-0.4	1.7	0.9	-32.0	4.7	3.0	-13.7	7.7
CCN1C(=O)[C@H]2[C@@H](c3ccc(-c4ccc(F)cc4)cc3)N[C@@](CC(C)C)(C(=O)OC)[C@H]2C1=O	1.0	2.6	-2.1	2.8	-14.0	-8.9	9.9	11.0	2.4	-10.9	-5.3
CCCNC(=O)c1cc(-c2ccccc2)c(N2CCCCC2)s1	-0.3	2.1	-2.8	1.8	-10.2	-2.4	-7.3	115.5	2.6	-4.2	0.2

Source: PubChem BioAssay
